Compound activity (PubChem)
TR SRC2 fluor cs: Total Fluorescence Counterscreen for Inhibitors of the Interaction of Thyroid Hormone Receptor and Steroid Receptor Coregulator 2; TRb/SRC2 Texas Red total fluorescence interference; Potency, µM (top dose mostly 106 µM), for inactives: at the highest dose fluorescence change, negative = quenching; 280,000 compounds, 0.29% hits; AID 1479, 2009; active = well fitted curve in either direction with a large enough effect; inconclusive = small, poorly fitted or top-dose-only effect
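Human TRβ ligand-binding domain (0.6 uM) and Texas Red SRC2 peptide (20 nM) in Tris buffer with 1 uM T3 and 5% DMSO were incubated with pinned compound for 5 hr at ambient temperature. Total fluorescence was computed as S + 2P (555/632 nm).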
Tau fibril FP: qHTS for Inhibitors of Tau Fibril Formation, Fluorescence Polarization; 280,000 compounds, 0.39% hits; Microtubule-associated protein tau (Homo sapiens), P10636; K18 P301L tau heparin fibrillization, Alexa594 FP, 6 h; Potency, µM (series often up to 57.7 µM), for the others: at the top dose activity, negative = inhibition, usual class: inhibitors; also: nearly all actives have a fitted effect of over 55% in size
Target sequence (P10636 561-689 P618L limits assumed): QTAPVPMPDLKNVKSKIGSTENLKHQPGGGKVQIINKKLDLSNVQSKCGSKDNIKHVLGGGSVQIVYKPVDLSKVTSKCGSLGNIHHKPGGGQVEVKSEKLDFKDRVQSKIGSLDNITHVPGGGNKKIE
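K18 P301L tau (15 uM unlabeled/0.24 uM Alexa 594-labeled, final) + compound + heparin 20 uM final; 100 mM NaOAc pH 7; 6 hr 37 C; ThT 30 uM final added, 1 hr RT; FP ex 555/em 632 nm.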
GLA spleen mod: qHTS Assay for Inhibitors and Activators of Human alpha-Galactosidase From Spleen Homogenate; Alpha-galactosidase A (Homo sapiens), P06280; Potency, µM (doses to about 80 µM), without a hit: top-dose activity change, negative = inhibition, usual class: inhibitors; human spleen homogenate, 4MU-alpha-Gal fluorescence, 40 min; AID 2107, 2009; 240,000 compounds, 0.008% hits;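 also: 0% = enzyme with vehicle and -100% = no enzyme basal signal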
Target sequence (P06280 32-429 limits assumed): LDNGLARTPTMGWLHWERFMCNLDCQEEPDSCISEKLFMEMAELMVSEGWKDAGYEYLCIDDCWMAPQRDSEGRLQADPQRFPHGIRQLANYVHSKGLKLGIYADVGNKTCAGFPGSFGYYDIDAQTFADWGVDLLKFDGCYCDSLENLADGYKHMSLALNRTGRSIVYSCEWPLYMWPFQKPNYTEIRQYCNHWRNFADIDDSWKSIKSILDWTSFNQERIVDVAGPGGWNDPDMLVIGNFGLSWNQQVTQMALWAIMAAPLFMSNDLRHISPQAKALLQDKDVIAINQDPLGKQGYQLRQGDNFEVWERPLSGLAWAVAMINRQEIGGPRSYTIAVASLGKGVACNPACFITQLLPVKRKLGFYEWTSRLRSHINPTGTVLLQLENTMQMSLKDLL
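Fluorogenic readout (Ex 365/Em 440 nm) of 4-methylumbelliferone released from 1 mM 4-MU-alpha-galactoside by spleen homogenate, 40 min at 37C, pH 5.0. Data normalized to no-enzyme and enzyme controls; Hill-equation AC50 from compound titrations.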
ALDH1A1 inh: qHTS Assay for Inhibitors of Aldehyde Dehydrogenase 1 (ALDH1A1). Aldehyde dehydrogenase 1A1 (Homo sapiens), P00352. Purified ALDH1A1, NADH fluorescence, propionaldehyde substrate. Potency, µM (highest dose often 75.3 µM), inactives show top-dose activity, negative = inhibition, actives largely listed as inhibitors. 220,000 compounds, 7.3% hits. AID 1030, 2008; active = well fitted inhibition curve with a large enough effect, not every such curve was filed as active; inconclusive = small, poorly fitted or top-dose-only effect, or another doubt; inactive = no such curve, though single readings can be large or run the other way;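 also: plate controls were no enzyme wells and a reference inhibitor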
Target sequence (P00352 whole entry, looked up): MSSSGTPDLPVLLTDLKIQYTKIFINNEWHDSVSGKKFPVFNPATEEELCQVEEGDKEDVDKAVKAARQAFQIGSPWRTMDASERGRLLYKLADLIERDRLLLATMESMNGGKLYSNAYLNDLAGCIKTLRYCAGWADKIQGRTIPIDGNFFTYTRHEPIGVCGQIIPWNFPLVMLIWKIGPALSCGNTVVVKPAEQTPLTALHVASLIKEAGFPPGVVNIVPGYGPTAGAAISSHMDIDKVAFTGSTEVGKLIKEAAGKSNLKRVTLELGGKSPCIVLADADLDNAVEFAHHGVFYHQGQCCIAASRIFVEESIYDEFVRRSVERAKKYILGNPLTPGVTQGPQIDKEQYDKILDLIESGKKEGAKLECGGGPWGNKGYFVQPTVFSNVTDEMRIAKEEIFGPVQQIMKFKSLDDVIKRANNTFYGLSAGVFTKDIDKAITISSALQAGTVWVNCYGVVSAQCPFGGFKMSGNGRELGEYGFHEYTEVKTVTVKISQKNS
L3MBTL1 inh: qHTS Assay for the Inhibitors of L3MBTL1. AlphaScreen L3MBTL1–H3K9me1 peptide binding. Potency, µM (doses to about 57.1 µM), for inactives: at the top dose activity, negative = inhibition, usual class: inhibitors. 230,000 compounds, 0.66% hits. AID 485360, 2010; also: nearly all actives have a fitted effect of over 60% in size
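AlphaScreen proximity signal between nickel-chelate acceptor and streptavidin donor beads (final 10 ug/mL) reports binding of 50 nM L3MBTL1 to 75 nM biotin-H3 K9me1 peptide; complex incubated with compounds 30 min at room temperature; cefsulodin titration as control.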
TRb SRC2 PPI: qHTS for Inhibitors of the Interaction of Thyroid Hormone Receptor and Steroid Receptor Coregulator 2; Potency, µM (series often up to 106 µM), for the others: at the highest dose activity change, negative = inhibition, hits mostly inhibitors; 280,000 compounds, 0.065% hits; TRbeta-SRC2 peptide binding, fluorescence polarization; receptor liganded with 1 µM T3;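 also: plate controls were bound peptide for no effect and peptide without receptor for full effect; nearly all actives have a fitted effect of over 50% in size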
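Assay buffer: 20 mM Tris-HCl, 100 mM NaCl, 10% glycerol, 1 mM EDTA, 0.01% NP-40, 1 mM DTT, 1 uM T3, 5% DMSO; TRb LBD 0.6 uM, Texas Red SRC2 20 nM; FP after 5 hr.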
Tau fluor cs: Counterscreen qHTS for Inhibitors of Tau Fibril Formation, Fluorescence Polarization | tau K18 P301L Alexa594 fluorescence, heparin fibrillization | Potency, µM (titrated, usually from 57.7 µM), for the others: at the highest dose activity change, negative = decrease | 280,000 compounds, 0.93% hits | AID 1463, 2008; also: nearly all actives have a fitted effect of over 55% in size
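Human tau K18 P301L (15 uM unlabeled, 0.24 uM Alexa 594-labeled) in 100 mM sodium acetate pH 7 with 20 uM heparin, 6 hr at 37 C. ThT 30 uM added, 1 hr ambient; Alexa 594 FP and total fluorescence read at 555/632 nm.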
Tau ThT inhib: qHTS for Inhibitors of Tau Fibril Formation, Thioflavin T Binding; 270,000 compounds, 2.1% hits; recombinant tau K18 P301L, heparin-induced fibrillization, ThT fluorescence; Potency, µM (titrated, usually from 57.4 µM), inactives show at the top dose activity, negative = inhibition, most hits filed as inhibitors; AID 1460, 2008; Microtubule-associated protein tau (Homo sapiens), P10636; also: nearly all actives have a fitted effect of over 55% in size
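Using a mix of unlabeled (15 uM) and Alexa 594-labeled (0.24 uM) tau K18 P301L, heparin-triggered fibrillization over 6 hr at 37 C was scored by ThT fluorescence.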
* = called active by the depositor; ? = inconclusive; . = not tested or not shown; [ ] = dose if it differs, or a comment. Unless noted, calls follow the shape of the dose curve; as a rule, active = well fitted curve in the direction sought with a large enough effect; inconclusive = small, poorly fitted or top-dose-only effect, or another doubt; inactive = no such curve, though single readings can be large; an effect the other way counts as inactive or inconclusive. Unless noted, % is scaled to controls: 0 for no effect and ±100 for the full control effect; potency is read from the fitted curve at half-maximal effect.

Compound	Tau fluor cs	Tau ThT inhib	TRb SRC2 PPI	GLA spleen mod	L3MBTL1 inh	TR SRC2 fluor cs	Tau fibril FP	ALDH1A1 inh
C#CCOCCOCCOCCNc1nc(N2CCN(C(=O)[C@H]([C@@H](C)CC)n3cc([C@@H](N)Cc4ccc(O)cc4)nn3)CC2)nc(N2CCN(C(=O)[C@H](Cc3cc4ccccc4[nH]3)n3cc([C@@H](N)C(C)CC)nn3)CC2)n1 (some centres undefined)	-10%	?	1%	-7%	?	1%	-8%	8%
O=[N+]([O-])c1cc(Cc2ccccc2)cc(C=Nc2ccc(N3CCOCC3)cc2)c1O	?	10µM*	-27%	8%	-13%	27%	?	?
C=C1C2c3ccccc3C(CC2(C)O[Si](C)(C)C)N1C(=O)OC (centres undefined)	2%[11.6 µM]	9%[11.5 µM]	-2%[11.2 µM]	8%[17.5 µM]	.	-1%[11.2 µM]	4%[11.6 µM]	3%[13.5 µM]
CCOc1cccc(C(=O)Nc2nc(-c3ccc(S(=O)(=O)N4CCOCC4)cc3)cs2)c1	-19%	3%	6%	13%	-3%	3%	-20%	?
CCCNC(=S)Nc1ccc(F)cc1F	8%	-4%	-8%	10%	8%	-1%	9%	0%
COc1ccccc1-n1c(SCC(=O)NC2CCS(=O)(=O)C2)nc2cc([N+](=O)[O-])ccc21 (centres undefined)	-16%	-1%	9%	-14%	7%	-2%	5%	7%
COc1ccc(C2CC(c3ccc(C)cc3)Nc3ncnn32)cc1 (centres undefined)	5%	2%	-2%	-19%	-10%	-3%	1%	-8%
CCN(Cc1nc2ccccc2c(=O)[nH]1)Cc1nc2ccsc2c(=O)[nH]1	-6%	-11%	-8%	-1%	-27%	1%	-4%	-7%
CC(Sc1nnc(-c2ccc(Cl)cc2Cl)n1Cc1ccccc1)C(=O)Nc1nccs1 (centres undefined)	-8%	-13%	-1%	-12%	-1%	-2%	1%	6%
Cc1ccc2oc(=O)c3cnn(CC(=O)N(CCC(C)C)Cc4ccco4)c3c2c1	-7%	-12%	-3%	0%	.	-4%	12%	-1%
CCOc1ccc(C(CC(=O)O)NC(=O)C23CC4CC(CC(C4)C2)C3)cc1 (centres undefined)	5%	-10%	-17%	7%	-1%	2%	14%	15%
CCC1CO/C(=C(\C(=C(Cl)Cl)N2CCOCC2)[N+](=O)[O-])N1 (centres undefined)	-2%	2%	2%	6%	9%	-1%	-3%	10%
Cc1c(C(C)C)c(=O)n(-c2ccc(S(=O)(=O)NC(C)C)cc2)n1C	1%	2%	1%	4%	3%	-2%	8%	8%
Cc1cccc(OCC(=O)Nc2nc3ccc([N+](=O)[O-])cc3s2)c1	?	2µM*	5%	-5%	-1%	0%	-10%	?
Cc1cccc(-n2ncc3c(NC4CCCCC4)ncnc32)c1	-11%	-10%	9%	0%	-4%	0%	1%	?
COc1ccc(-c2n[nH]c(=S)o2)c(OC)c1	-8%	-10%	-9%	0%	.	-3%	-1%	?
Nn1c(SCc2ccc(Br)cc2)nnc1-c1cccnc1	0%	-13%	4%	3%	13%	-4%	-5%	.
CC1=C(C/C=C(\C)CCCC(C)CCCC(C)CCCC(C)C)C(=O)c2ccccc2C1=O (centres undefined)	-17%	-15%	1%	0%	-4%	1%	11%	-3%
C/C=C/C=N/NC(=O)CN(c1ccc(Br)cc1)S(=O)(=O)c1ccccc1	-20%	-15%	5%	7%	-5%	2%	0%	-4%
CC(C)C(=O)OCc1cc(=O)n2nc(C3CCCCC3)sc2n1	3%	-2%	3%	.	.	2%	5%	.
OC1CCCN(Cc2ccc3c(c2)Cc2ccccc2-3)C1 (centres undefined)	4%	7%	2%	-1%	10%	-2%	1%	4%
CCCN(CCC)S(=O)(=O)c1ccc(NC(=O)Cc2cccs2)cc1	?	-7%	0%	-11%	.	-5%	7%	-3%
CC(=O)Nc1ccc(N2CCCCC2)c(C(=O)Nc2cccc(C)c2)c1	-19%	-5%	6%	-5%	2%	-7%	13%	11µM*
O=C(CSc1nc2c(c(=O)n1-c1ccc(F)cc1)SCC2)N1CCCC1	3%	-4%	2%	2%	8%	-1%	-1%	-8%
COC(=O)C1=C(C(=O)OC)[C@@H]2N(C)c3ccccc3[C@@]23C[C@@H](C(=O)OC)N(C(=O)c2cccs2)C3=N1	-10%[11.6 µM]	-8%[11.5 µM]	4%[11.2 µM]	7%[17.5 µM]	.	2%[11.2 µM]	-2%[11.6 µM]	-1%[13.5 µM]
COc1ccc(C(=O)Nc2cc(NC(=O)c3ccco3)ccc2OC)cc1Cl	-15%	-11%	-3%	.	.	1%	-6%	.
Fc1ccc(NC(=S)Nc2ccc(Cl)cc2Cl)cc1	7%	10%	5%	-1%	4%[11.4 µM]	-2%	2%	-11%
Cc1ccc(/C=C/C(=O)OCC(=O)Nc2ccccc2Sc2ccccc2)cc1	-3%	1%	8%	9%	33%[activator]	-2%	-1%	?
Cc1ccc(S(=O)(=O)N(CC(=O)N2CCc3ccccc3C2)c2ccc(C)c(C)c2)cc1	-3%	-6%	3%	.	.	9%	6%	.
Cc1oc(-c2ccccc2F)nc1CS(=O)(=O)CC(=O)N1CCN(Cc2ccccc2)CC1	-10%	-7%	5%	-1%	7%	-4%	0%	7%
COc1ccccc1C(=O)N/N=C1/NC(=O)CC(C(=O)Nc2ccccc2)S1 (centres undefined)	-7%	.	-1%	-2%	.	-1%	3%	.
O=C1CCCc2c1cc(-c1ccccc1)n2-c1ccccc1	-9%	-15%	2%	-11%	-18%	2%	2%	-4%
O=C(CCCc1nc2ccccc2s1)N1CCN(c2ccccc2)CC1	-25%	?	3%	0%	-11%	0%	-17%	?
O=C(O)/C=C/C(=O)Nc1ccc(SC(F)(F)C(F)(F)C(F)(F)F)cc1	0%	-3%	32µM*	3%	3%	0%	-1%	28µM*
CC1(C)Cc2noc(N)c2C(C)(C)N1O	-7%	?	-7%	-7%	?	6%	1%	?
Cc1ccc(OCCOC(=O)c2nc3nccc(C)n3n2)cc1	2%	0%	-8%	-6%	7%	1%	6%	5%
Cc1cc(C)n2nc(/C(C#N)=C/c3ccccc3)c(C#N)c2n1	-8%	-8%	-11%	-4%	0%	-1%	-7%	?
COc1ccc(Cc2nc(-c3cccs3)no2)cc1OC	-16%	-13%	0%	-2%	9%	2%	1%	-3%
CCOc1ccccc1OCCC(=O)OCC(=O)c1ccc[nH]1	1%	-1%	2%	0%	-15%	-3%	5%	7%
Cc1ccc(-n2ncc3c(N4CCN(CCO)CC4)ncnc32)cc1Cl	-22%	-15%	5%	.	.	-2%	?	.

In the list so far, these contain a furan ring, fused or not.
Compound	Tau fluor cs	Tau ThT inhib	TRb SRC2 PPI	GLA spleen mod	L3MBTL1 inh	TR SRC2 fluor cs	Tau fibril FP	ALDH1A1 inh
Cc1ccc2oc(=O)c3cnn(CC(=O)N(CCC(C)C)Cc4ccco4)c3c2c1	-7%	-12%	-3%	0%	.	-4%	12%	-1%
COc1ccc(C(=O)Nc2cc(NC(=O)c3ccco3)ccc2OC)cc1Cl	-15%	-11%	-3%	.	.	1%	-6%	.

Shown with each value named: entries from further up.
> COc1ccc(Cc2nc(-c3cccs3)no2)cc1OC
  Tau fluor cs: -16%; Tau ThT inhib: -13%; TRb SRC2 PPI: 0%; GLA spleen mod: -2%; L3MBTL1 inh: 9%; TR SRC2 fluor cs: 2%; Tau fibril FP: 1%; ALDH1A1 inh: -3%

> CCOc1ccccc1OCCC(=O)OCC(=O)c1ccc[nH]1
  Tau fluor cs: 1%; Tau ThT inhib: -1%; TRb SRC2 PPI: 2%; GLA spleen mod: 0%; L3MBTL1 inh: -15%; TR SRC2 fluor cs: -3%; Tau fibril FP: 5%; ALDH1A1 inh: 7%

The list goes on:
Compound	Tau fluor cs	Tau ThT inhib	TRb SRC2 PPI	GLA spleen mod	L3MBTL1 inh	TR SRC2 fluor cs	Tau fibril FP	ALDH1A1 inh
Cc1ccccc1NN1C(=O)C=CC1=O	-10%	-17%	0%	0%	9%	5%	-3%	4%
Brc1cc2c(cc1C1Nc3ccccc3C3C=CCC31)OCO2 (centres undefined)	?	-16%	1%	9%	-15%	-6%	1%	4%
COc1ccc(-c2[nH]nc3c2C(c2ccc(OC(=O)N4CCOCC4)cc2)C(C#N)=C(N)O3)cc1 (centres undefined)	?	?	2%	5%	0%	0%	?	1%
CSc1nc(Oc2ccc(Cl)cc2)c2sccc2n1	-21%	-19%	-6%	-7%	0%	-8%	-14%	8%
COc1ccccc1[C@H]1C(c2cccc(C)c2)=NN(c2ccccc2)[C@@H]1CO	?	-20%[81.4 µM]	1%	?	75%[activator]	-5%	?	?
CNc1nc(C)nc(N/N=C/c2ccccc2)n1	-4%	-3%	10%[53 µM]	-2%	1%	0%[53 µM]	-2%	13µM*
CCCNC(=O)Cn1cnc2sc(C(=O)Nc3ccc4c(c3)OCO4)c(C)c2c1=O	-7%	4%	1%	2%	3%	3%	-4%	-1%
CCOc1ccc(NC(=O)N(CCN(C)C)C(C)c2cccnc2)cc1 (centres undefined)	-19%	?	-2%	12%	-14%	-2%	5%	.
CCOC(=O)Nc1ccccc1C(=O)Nc1cc(C)cc(C)c1	-23%	-4%	-4%	-7%	4%	-6%	-11%	2%
CCc1ccccc1NC(=O)Cn1c(=O)n(-c2ccc(C)cc2)c(=O)c2c1c1cc(C)ccc1n2C	1%	3%	5%	.	.	0%	-6%	.
Cc1ccc(N2C(=O)CC(Nc3ccc(Cl)c(S(=O)(=O)N(C)C)c3)C2=O)c(C)c1 (centres undefined)	-11%	2%	1%	7%	-3%	-3%	1%	?
O=C1CC(SCc2nc3ccccc3[nH]2)C(=O)N1c1ccc(Cl)cc1 (centres undefined)	-11%	?	-1%	-4%	-5%	4%	1%	25µM*
CCCc1c(C)c2ccccc2[nH]c1=O	0%	-7%	1%	-1%	1%	-6%	1%	1%
Clc1ccc(CSc2nnc(/C=C/c3ccccc3)o2)cc1	-20%	-22%	-4%	1%	?	1%	-3%	-1%
